GPR7 antag: antagonists of human GPR7 (neuropeptides B/W receptor 1) | GPR7-expressing cells, fluorescence antagonist assay | inhibition, % at 4.4 µM | actives 1.1% (n = 290,000); in the data active = inhibition above about 16%, passing the limit was not always enough;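 note: cells stimulated with the agonist NPW; 0% = agonist with vehicle and 100% = vehicle without agonist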
Target sequence (P48145 whole entry, looked up): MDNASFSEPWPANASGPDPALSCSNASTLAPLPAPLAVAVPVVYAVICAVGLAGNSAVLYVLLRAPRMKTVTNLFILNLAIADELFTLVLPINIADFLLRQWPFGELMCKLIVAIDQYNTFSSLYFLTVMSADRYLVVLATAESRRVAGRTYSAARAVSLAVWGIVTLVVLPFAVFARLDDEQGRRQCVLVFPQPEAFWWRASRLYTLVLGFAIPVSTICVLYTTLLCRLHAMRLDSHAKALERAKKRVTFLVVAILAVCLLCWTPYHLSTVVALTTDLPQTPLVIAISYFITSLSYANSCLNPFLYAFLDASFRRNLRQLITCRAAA
TAAR1 antagonist: human TAAR1 antagonism | AID 624466 | Q96RJ0 | CHO RD-HGA16 TAAR1, Fluo-8 calcium fluorescence, antagonist | actives 1.5% (n = 360,000) | inhibition, % at 3 µM;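 active = inhibition above a per-plate cutoff, the mean inhibition of test compounds on that plate plus 3 SD, cut at about 49% in these data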;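 note: 0% = DMSO plus EC80 beta-PEA response and 100% = DMSO alone without agonist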
Target sequence (Q96RJ0 whole entry, looked up): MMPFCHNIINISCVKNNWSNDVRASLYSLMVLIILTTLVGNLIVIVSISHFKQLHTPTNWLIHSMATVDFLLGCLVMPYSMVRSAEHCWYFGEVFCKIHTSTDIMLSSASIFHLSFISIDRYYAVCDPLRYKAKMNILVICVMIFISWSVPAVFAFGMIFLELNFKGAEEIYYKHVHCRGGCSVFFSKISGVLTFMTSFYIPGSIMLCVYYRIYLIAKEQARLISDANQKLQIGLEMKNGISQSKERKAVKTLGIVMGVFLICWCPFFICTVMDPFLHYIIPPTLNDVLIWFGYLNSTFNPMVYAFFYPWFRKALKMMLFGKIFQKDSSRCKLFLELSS
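test system = CHO RD-HGA16 cells bearing hTAAR1 | replication = singlicate | controls = DMSO-only wells and EC80 β-PEA-stimulated wells | reagent = EC80 β-phenethylamine stimulus | read-out basis = percent inhibition of PEA-evoked calcium signal, max/basal emission ratio | schedule = seeding 17-24 h prior, 75-min 37 °C, 30-min RT dye loading | signal = kinetic Fluo-8 calcium fluorescence measurement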
CHO-K1 Ca antag: nonselective inhibitor or artifact in parental CHO-K1 cells | ATP-induced calcium, Fluo-8 fluorescence | inhibition, % at 3 µM | actives 0.6% (n = 360,000) | AID 602250;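 active = inhibition above a per-plate cutoff, the plate's mean sample inhibition plus 3 SD, cut at about 24% in these data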;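 note: 0% = DMSO plus EC80 ATP and 100% = DMSO alone without ATP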
OXTR ag: agonists of human oxytocin receptor; P30559; CHO-OTR cells, Fluo-8 calcium fluorescence; normalized: DMSO 0%, oxytocin 100%; activation, % at 3 µM; actives 0.32% (n = 320,000);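 active = activation above the mean of all tested compounds plus 3 SD, cutoff set per screening run, cut at about 20% in these data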;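 note: peak over basal fluorescence ratio from a 100 s FLIPR kinetic read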
Target sequence (P30559 whole entry, looked up): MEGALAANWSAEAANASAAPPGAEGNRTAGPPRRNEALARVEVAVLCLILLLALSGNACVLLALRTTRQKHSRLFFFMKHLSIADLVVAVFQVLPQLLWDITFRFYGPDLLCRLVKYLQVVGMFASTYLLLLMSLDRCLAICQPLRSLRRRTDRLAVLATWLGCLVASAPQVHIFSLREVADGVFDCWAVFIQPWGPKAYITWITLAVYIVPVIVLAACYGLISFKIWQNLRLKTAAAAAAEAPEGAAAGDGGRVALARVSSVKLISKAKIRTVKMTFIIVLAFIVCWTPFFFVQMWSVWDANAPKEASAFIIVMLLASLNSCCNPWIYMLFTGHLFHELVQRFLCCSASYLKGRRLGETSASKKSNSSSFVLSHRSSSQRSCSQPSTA
M1 ag parental: counter-screen for M1 agonists: effect in parental CHO-K1 cells | activation, % at 3 µM | actives 0.48% (n = 360,000) | Fluo-8 calcium fluorescence; scaled to maximal ATP response, vehicle zero | AID 602248; in the data active = activation above about 15%;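 note: untransfected CHO-K1 host cells lacking M1 receptor as counterscreen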
V1aR counter: counter-screen for oxytocin receptor agonists: human V1a receptor agonists. P37288. CHO-V1R cells, Fluo-8 calcium fluorescence, agonist mode; 0% DMSO, 100% 3 nM vasopressin. activation, % at 3 µM. actives 0.25% (n = 320,000). AID 2797;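 active = activation above the mean activation of all tested compounds plus 3 SD, per screening run, cut at about 20% in these data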;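 note: signal is peak over basal fluorescence ratio across a 100 second FLIPR read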
CHO parental Ca: counter-screen: ATP calcium response change in parental CHO cells. actives 0.63% (n = 330,000). AID 463079. inhibition, % at 5.6 µM. parental CHO-K1, ATP-induced calcium, Fluo-8 fluorescence;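 active = inhibition above that plate's mean sample inhibition plus 3 SD, cut at about 26% in these data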;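 note: 0% = ATP-challenged DMSO wells and 100% = DMSO wells without ATP; some compounds past the cut are filed as inactive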
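Test system: parental CHO cells; detection: calcium-sensitive Fluo-8 fluorescence; evaluation: percent inhibition of calcium signal; also added: ATP as calcium-mobilizing challenge; repeats: one well per compound; control set: ATP-challenged DMSO wells low, unchallenged DMSO wells high; compound: single nominal dose of 5.6 µM per compound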
OXTR potentiator: human OXTR potentiation; actives 0.061% (n = 320,000); CHO-OTR cells, Fluo-8 calcium fluorescence, potentiator mode; 0% = oxytocin EC15, 100% = EC100; activation, % at 3 µM; P30559;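 active = activation above that plate's cutoff, the mean activation of tested compounds plus 3 SD, cut at about 6.6% in these data, passing the limit was not always enough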;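 note: 100% uses oxytocin at 75 nM as the full agonist control; some results filed as inactive read as strong as hits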
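Material: CHO-OTR cells, human receptor; compound dosing: single dose, 3.0 µM nominal final compound concentration; schedule: 6 min compound pre-incubation at room temperature, 100 s kinetic read; measured by: kinetic Fluo-8 calcium fluorescence; read-out basis: % activation vs EC15 and EC100 oxytocin; controls: EC15 oxytocin alone as 0%, 75 nM oxytocin as 100%; replicates: singlicate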
CHO-K1 Ca PAM: counter-screen for M1 PAMs: effect in parental CHO-K1 cells; ATP EC20, Fluo-8 calcium fluorescence; 0% at ATP EC20, 100% at ATP max; activation, % at 3 µM; actives 0.02% (n = 360,000); AID 602247;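 active = activation above the run cutoff, the mean activation of all test compounds plus 3 SD, cut at about 40% in these data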;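 note: peak over basal fluorescence ratio in a 140 s read after ATP addition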
Active calls of the source: *; . = no result given.

SMILES	GPR7 antag	TAAR1 antagonist	CHO-K1 Ca antag	OXTR ag	M1 ag parental	V1aR counter	CHO parental Ca	OXTR potentiator	CHO-K1 Ca PAM
Cc1ccc(CN2CCN(C(=O)c3cccc4ccccc34)CC2)cc1	11.7	-2.5	-3.8	.	3.0	.	.	.	12.8
COc1ccc(S(=O)(=O)NCCN2CCNC2=O)cc1OC	-9.7	-9.6	-14.4	0.1	0.9	0.0	-3.8	-2.5	16.5
CC1CCCN(c2nc3c(c(=O)n(C)c(=O)n3C)n2Cc2ccccc2)C1 (stereo not drawn)	.	-12.7	-6.9	-2.6	0.1	-2.0	-20.9	-11.9	13.8
O=C(N/N=C/c1cc2cc3c(cc2nc1Cl)OCCO3)c1ccccc1O	-9.8	7.8	2.3	2.0	0.1	-0.1	-24.2	-4.3	-2.1
Cc1ccc(C(=O)NC(=S)N2CCN(c3ccc([N+](=O)[O-])cc3)CC2)cc1	-6.8	3.1	-6.5	-2.5	-0.6	-0.3	0.8	-14.0	13.4
O=C(NC12CC3CC(CC(C3)C1)C2)c1ccc([N+](=O)[O-])cc1	-15.2	-7.7	-1.5	-2.1	0.3	-1.1	-2.9	-14.8	17.9
Cn1c(SCC(=O)Nc2ccc(Cl)cn2)nnc1C1CC1	-4.2	-15.1	-11.2	-0.8	1.3	0.6	-7.6	-4.5	15.9
O=S1(=O)CCOC[C@H](CC2CCCCC2)N1Cc1cccc(C(F)(F)F)c1	-6.8	-15.1	4.2	-0.8	-0.7	1.0	-27.4	-3.4	-18.9
COc1ccc(CCNCC2C(Oc3ccc(Cl)cc3)C(=O)N2c2ccccc2C)cc1OC (stereo not drawn)	15.7	-13.3	-6.7	3.8	3.5	3.1	-16.3	-14.9	19.5
COCCNc1nc(NC(C)C)nc2ccsc12	.	-13.3	-7.4	.	2.6	.	.	.	16.4
O=C(NCc1cccnc1)c1cc(C(=O)NCc2cccnc2)cc([N+](=O)[O-])c1	.	-10.0	-9.6	.	0.7	.	.	.	5.8
CCOC(=O)Cc1nnc(NC(=O)CSc2nnc3c(n2)[nH]c2ccccc23)s1	-11.2	-11.1	3.2	2.6	5.2	4.1	-7.2	-7.2	5.4
COCCNC(=O)c1cccc2c1-c1ccccc1C2=O	-5.1	-20.0	-9.6	0.0	0.4	-0.6	-6.8	-2.7	12.6
Cc1ccn(-c2ccc([N+](=O)[O-])cc2)n1	-11.1	16.0	-7.5	-1.7	0.6	-1.5	-11.6	-3.7	21.3
Cc1ccnc(NC(=O)/C=C/c2ccccc2Cl)c1	-0.2	8.9	-0.7	-2.3	0.0	-0.6	-10.6	-4.5	14.9
COc1ccc(-c2nc3ccc(Br)cn3c2Cc2ccc(C)cc2)cc1OC	.	-23.2	-1.2	.	-0.4	.	.	.	1.7
CC1CN(c2nc3ccccn3c(=O)c2C=O)CC(C)O1 (stereo not drawn)	-2.5	-0.6	-11.1	0.7	0.4	0.3	-4.3	-2.1	3.6
N/N=C(/Cc1nc2ccccc2[nH]1)c1ccc([N+](=O)[O-])cc1	36.1*	25.5	-11.3	3.4	3.0	3.8	0.2	-9.0	15.7
COc1ccccc1NC(=O)COC(=O)/C=C/c1cccs1	.	9.2	-17.3	1.0	2.1	0.7	-14.1	-3.8	8.1
COCCCN1C(=O)C(CC(=O)NC(c2ccccc2)c2ccccc2)CC(C(=O)N2CCOCC2)=C1C (stereo not drawn)	.	-1.4	4.3	.	0.3	.	.	.	4.8
CC(O)(C#CCN1CCCCCC1)c1ccccc1 (stereo not drawn)	6.3	-26.0	-5.1	0.1	4.2	0.3	0.0	-17.0	16.1
COc1ccc(OC)c(NC(=O)N2CCCC(C)C2)c1 (stereo not drawn)	-9.8	-1.1	-5.5	-1.5	0.1	-1.7	-13.3	-2.0	0.3
FC(F)(F)c1nc(-c2ccccc2)ncc1-c1nnnn1-c1ccccc1	2.4	16.2	-8.9	-2.6	2.8	0.9	-48.2	-6.9	8.8
O=C(NCCc1ccncc1)Nc1ccccc1	-8.6	-3.8	0.9	-0.7	0.0	-0.4	0.5	-4.3	12.5
CC1(C(=O)Nc2ccccc2Cc2ccccc2)CCN1CCc1ccccc1 (stereo not drawn)	.	42.8	-5.0	.	0.1	.	.	.	-11.9
(continued)
SMILES	GPR7 antag	TAAR1 antagonist	CHO-K1 Ca antag	OXTR ag	M1 ag parental	V1aR counter	CHO parental Ca	OXTR potentiator	CHO-K1 Ca PAM
COc1ccc(C(O)(C2CCCCC2)C(CN2CCOCC2)c2ccccc2)cc1 (stereo not drawn)	-45.3	-7.7	-15.3	13.2	6.7	0.5	-44.9	3.4	14.5
CC(C)C(=O)NC(=S)Nc1ccccn1	-9.3	-1.4	-6.7	-1.5	-0.1	-1.1	-2.6	-4.2	16.1
CCC(Oc1ccccc1)C(=O)OCC(=O)N(CC)c1c(N)n(Cc2ccccc2)c(=O)[nH]c1=O (stereo not drawn)	.	-18.2	2.8	-0.6	0.9	0.8	-9.7	-1.1	5.9
COc1ccc(C2/C=C\CN(S(=O)(=O)c3cccs3)CC(=O)N2Cc2ccc(F)cc2)cc1 (stereo not drawn)	.	29.9	0.4	0.5	-0.2	-0.5	-18.4	-14.7	-11.5
CC(C)Nc1nc(SC(C)C(=O)Nc2ccccc2)nc(N(C)C)n1 (stereo not drawn)	-12.0	-32.1	-14.5	0.3	10.1	0.4	-28.6	-2.6	26.6
CC(C)OC(=O)CSc1nc2cccnc2n1C1CCCCC1	-16.7	-12.8	-13.1	-1.5	-0.4	3.5	-27.3	-11.2	19.1
CN(C)CCN1CCN(C2CN(Cc3cn(Cc4ccc(F)cc4)nn3)S(=O)(=O)C2)CC1 (stereo not drawn)	.	-7.6	-9.1	.	1.1	.	.	.	12.8
CC1(CCc2ccccc2)NC(=O)N(CC(=O)Nc2ccccc2)C1=O (stereo not drawn)	-10.2	-4.0	-8.2	-1.1	0.4	-0.6	-7.3	-12.7	20.7
Cc1ccc(-c2c[n+](CC(=O)c3ccc(Br)cc3)c3n2CCCCC3)cc1	7.7	0.1	19.4	-0.8	-0.5	0.3	-9.7	3.2	-8.6
O=C1Nc2ccccc2OC1CC(=O)N1CCOCC1 (stereo not drawn)	-2.1	-14.0	-9.6	1.7	0.4	1.4	-0.3	-4.5	16.4
O=C(NCc1cccs1)C1CCC(CNS(=O)(=O)c2cccs2)CC1 (stereo not drawn)	-10.2	-0.1	-4.4	1.1	9.1	1.0	-5.2	-6.1	16.9
COc1ccc(C(=O)NCc2nnc(SCC(=O)Nc3ccccc3OC)o2)cc1	-1.4	-5.8	-8.6	0.4	1.0	0.2	0.9	-2.3	1.1
CC1=C(c2ccccc2)CCC1=O	.	-5.7	-5.6	-0.1	-0.3	-0.1	1.0	1.5	-5.0
CCCn1c(N)c(C(=O)CSc2nnc(Cc3cccs3)n2C2CC2)c(=O)[nH]c1=O	.	-0.9	-8.8	.	-0.1	.	.	.	14.3
O=C(O)CCNS(=O)(=O)c1ccccc1C(F)(F)F	-12.6	-10.8	-8.6	0.4	0.3	0.1	3.3	-10.2	5.2
Cc1ccc(Cl)cc1NC(=O)CN1C(=O)COc2ccc(S(=O)(=O)N3CCOCC3)cc21	2.2	-6.1	-5.7	0.4	-0.7	0.8	-21.6	-7.1	6.4
CCC(C)NC(=O)c1ccc2nc(Cc3ccc(OC)cc3)oc2c1 (stereo not drawn)	-5.6	-7.0	-14.6	-0.3	4.4	0.8	-9.0	3.5	14.7
Cc1cc(N2CCCCC2)nc2ccc(NC(=O)CCC(=O)NCCC(C)C)cc12	-1.5	-2.9	-1.6	-0.5	0.4	-0.3	-21.9	-7.9	6.0
COc1ccc(OC)c(C2NC(=O)N(C)C(C)=C2C(=O)OCc2ccccc2)c1 (stereo not drawn)	-8.1	3.9	-5.8	-0.5	0.2	0.3	-13.2	4.3	9.4
O=C1CC(C(=O)O)C2(CCCC2)O1 (stereo not drawn)	-7.5	-21.2	-29.7	0.1	0.5	0.6	-5.4	-0.2	5.2
Cc1ccc(C(=O)N/C(=C/c2ccc(-c3cccc([N+](=O)[O-])c3)o2)C(=O)NCCCN(C)C)cc1	6.3	-9.7	-17.1	0.6	0.4	-0.2	-25.5	-4.2	-5.0
CCOC(=O)c1c(C2COc3ccccc3O2)csc1NC(=O)c1ccccc1 (stereo not drawn)	-7.5	10.2	4.6	0.0	0.9	-0.5	-7.5	-4.0	4.9
CC1CCCC(C)N1C(=O)CSc1nnc(COc2cccc3cccnc23)o1 (stereo not drawn)	-21.3	9.9	2.3	-0.9	0.9	0.4	-37.8	-8.7	5.3
FC(F)(F)c1cc(CCN2CCNC[C@@H]2Cc2ccccc2)cc(C(F)(F)F)c1	.	-0.6	-0.4	6.3	6.2	5.6	6.1	-7.5	12.5
COc1ccc(N(C)S(=O)(=O)c2cccc(C(=O)OCC(=O)NCc3ccccc3OC)c2)cc1	19.2*	56.7*	-0.1	3.5	9.7	4.1	13.8	-6.1	2.5
Next compounds
SMILES	GPR7 antag	TAAR1 antagonist	CHO-K1 Ca antag	OXTR ag	M1 ag parental	V1aR counter	CHO parental Ca	OXTR potentiator	CHO-K1 Ca PAM
Cc1c(/C=C2\NC(=O)NC2=O)c2ccccc2n1C	-1.9	2.5	0.3	1.0	0.2	0.1	-4.4	-9.5	-4.7
O=C(CSc1nc2ccccc2c(=O)n1-c1ccccc1)NCC1CCCO1 (stereo not drawn)	8.6	-6.2	-7.5	0.6	-0.1	0.3	0.6	-3.6	5.4
CNC(=S)N1CCN(c2ccc(Cl)c(Cl)c2)CC1	13.3	6.6	3.6	16.3	16.9*	8.6	-3.4	-23.9	-1.1
O=C1CSC(c2ccccn2)N1c1ccccc1F (stereo not drawn)	-8.9	-5.3	8.4	0.1	0.5	0.8	-4.7	-4.1	18.8
O=C(Nc1ccccc1Cl)c1cc(C2CCCCN2C(=O)C2CCCCC2)on1 (stereo not drawn)	.	-56.4	-4.2	.	-0.4	.	.	.	0.3
O=[N+]([O-])c1ccccc1/C=N/n1c(C2CCCCC2)n[nH]c1=S	-8.5	0.8	14.1	-2.6	-0.8	-2.1	-16.7	-2.6	-10.1
Cc1n[nH]c(=O)nc1NCCc1ccccc1	2.7	0.3	5.2	1.2	-0.3	0.1	5.3	-5.7	5.8

Record cards (already shown). Values in the order: GPR7 antag	TAAR1 antagonist	CHO-K1 Ca antag	OXTR ag	M1 ag parental	V1aR counter	CHO parental Ca	OXTR potentiator	CHO-K1 Ca PAM
Cc1c(/C=C2\NC(=O)NC2=O)c2ccccc2n1C across the screens: -1.9	2.5	0.3	1.0	0.2	0.1	-4.4	-9.5	-4.7
O=C(Nc1ccccc1Cl)c1cc(C2CCCCN2C(=O)C2CCCCC2)on1 (stereo not drawn) across the screens: .	-56.4	-4.2	.	-0.4	.	.	.	0.3
O=C1CSC(c2ccccn2)N1c1ccccc1F (stereo not drawn) across the screens: -8.9	-5.3	8.4	0.1	0.5	0.8	-4.7	-4.1	18.8
